MOR-DOR inv ag: inverse agonists of MOR-DOR heterodimerization, primary screen, cell-based, luminescence; Mu-type opioid receptor (Homo sapiens) + Delta-type opioid receptor (Homo sapiens), …; cell-based MOR-DOR heterodimer luminescence, inverse agonism; inhibition, % at 9.3 µM; 0.21% of 340,000 active; AID 504357, 2011; in the data active = inhibition above about 22%, passing the limit was not always enough;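 note: 0% = cells with DMSO and 100% = wells without cells with DMSO; values of inactives mirror those of a sister screen read the other way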
Target sequence (P35372 whole entry, looked up): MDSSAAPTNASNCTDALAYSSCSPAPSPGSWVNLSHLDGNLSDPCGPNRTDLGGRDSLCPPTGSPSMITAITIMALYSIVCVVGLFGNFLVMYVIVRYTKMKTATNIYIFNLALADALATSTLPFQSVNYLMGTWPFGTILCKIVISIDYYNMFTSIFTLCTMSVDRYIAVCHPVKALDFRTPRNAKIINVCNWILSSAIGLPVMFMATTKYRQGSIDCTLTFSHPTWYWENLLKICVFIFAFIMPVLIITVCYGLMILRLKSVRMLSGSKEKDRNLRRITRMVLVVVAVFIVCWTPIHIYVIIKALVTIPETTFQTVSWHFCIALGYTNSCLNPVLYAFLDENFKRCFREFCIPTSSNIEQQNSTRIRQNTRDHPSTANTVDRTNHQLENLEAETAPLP
Target sequence (P41143 whole entry, looked up): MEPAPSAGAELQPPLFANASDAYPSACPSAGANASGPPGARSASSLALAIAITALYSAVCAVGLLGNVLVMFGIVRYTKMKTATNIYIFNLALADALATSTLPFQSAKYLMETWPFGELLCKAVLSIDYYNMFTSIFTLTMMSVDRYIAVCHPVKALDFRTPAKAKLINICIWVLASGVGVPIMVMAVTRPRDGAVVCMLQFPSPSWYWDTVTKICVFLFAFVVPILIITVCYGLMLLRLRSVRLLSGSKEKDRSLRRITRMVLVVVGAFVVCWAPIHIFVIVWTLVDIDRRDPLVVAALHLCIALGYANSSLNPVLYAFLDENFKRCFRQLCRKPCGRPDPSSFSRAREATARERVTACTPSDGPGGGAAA
Tat transport: E. coli Tat export inhibitors, primary screen, MC4100, TorA-mCherry reporter, fluorescence, single point; inhibition, % at 10 µM; 0.036% of 340,000 active;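 active = mean replicate inhibition at least 50% and at least half of replicates individually reaching 50%; inconclusive = only one of the two criteria met; inactive = neither criterion met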;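 note: exported cargo escapes ClpAP degradation while cytoplasmic cargo is degraded and loses fluorescence; 0% = median of neutral control wells and 100% = median of NaSCN control wells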
Arr AP2 block: inhibitors of beta-arrestin/AP2 binding, primary screen, biochemical, GPCR trafficking, flow cytometry | beta-arrestin 1 C-terminal peptide binding to AP2 beta2-adaptin appendage (human) | FITC-arrestin peptide / GST-AP2 beads; AP2 beta2 appendage carries R879A mutation | inhibition, % at 10 µM | 0.31% of 340,000 active;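 active = inhibition above a set limit, near 3 SD of compounds lacking own fluorescence, cut at about 54% in these data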;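 note: plate controls were DMSO wells for no effect and 5 µM unlabelled arrestin peptide for full effect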
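Measured by: flow cytometry, FL1 (488/535 nm); Material: AP2 appendage R879A on GSH beads; Evaluation: percent response; Timing: pre-incubation 12 min, peptide binding 1 h, room temperature; Also added: 50 nM FITC-arrestin peptide; Medium: PBS with 0.05% Tween 20 and 0.1% BSA.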
AddAB inh: growth inhibition of E. coli expressing H. pylori AddAB, primary screen, AddAB inhibitor project, absorbance; AID 435030, 2010; inhibition, % at 11.9 µM; 0.29% of 330,000 active; in the data active = inhibition above about 12%;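 note: 0% = vehicle wells of infected cells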
phage Ecoli inh: growth loss of phage-infected E. coli, primary screen, RecBCD inhibitor project, absorbance, with phage, HTS; inhibition, % at 11.9 µM; 0.26% of 360,000 active; AID 651602, 2012; in the data active = inhibition above about 11%
PfHsp90 yeast 2: growth inhibition of PfHsp90-expressing yeast, primary screen, antimalarial PfHsp90 inhibitor project, S. cerevisiae, BacTiter-Glo luminescence, single point, set 2 | 0.32% of 310,000 active | BacTiter-Glo ATP, 48 h; yeast lacking PDR1 and PDR3 efflux regulators | inhibition, % at 9.4 µM;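 active = every replicate shows inhibition above about 80%, whatever the replicate mean, limit read from the data; inconclusive = mean inhibition reaches the set limit but some replicate falls short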;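 note: 0% = DMSO neutral controls and 100% = 20 µM radicicol positive controls; yeast relying on Plasmodium falciparum Hsp90 in place of its own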
OPRM1-OPRD1 ag: agonists of OPRM1-OPRD1 heterodimerization, primary screen, cell-based, luminescence. activation, % at 9.3 µM. 0.3% of 340,000 active. cells. AID 504326, 2011. Mu-type opioid receptor (Homo sapiens) + Delta-type opioid receptor (Homo sapiens), …; in the data active = activation above about 18%;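 note: 0% = vehicle-treated cells and 100% = reference agonist; values of inactives mirror those of a sister screen read the other way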
Ecoli viability: E. coli V3065 growth inhibition, primary screen, counter-screen for AddAB inhibitor project, absorbance, OD600; 18 h; inhibition, % at 11.9 µM; 0.27% of 330,000 active; AID 449728, 2010;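 active = inhibition above the campaign's mean inhibition across all tested compounds plus 3 SD, cut at about 9.9% in these data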;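 note: uninfected addAB+ strain grown without phage in ampicillin broth; 0% = DMSO wells and 100% = ciprofloxacin 0.95 µg/ml wells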
Pemphigus Ab inh: inhibitors of pemphigus antibody binding to DSG3, primary screen, biochemical, bead-based, flow cytometry, scFv-GFP | AID 588358, 2011 | Desmoglein-3 (Homo sapiens), P32926 | 0.48% of 310,000 active | binding (percent of control), % at 10 µM | DSG3-coupled beads, scFv-anti-DSG3-GFP binding; stronger effect = lower value;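 active = binding more than 3 SD below its plate's average and above zero; inconclusive = below that plate limit but binding exactly zero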;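 note: hits lower antibody fragment binding to DSG3; some compounds called inactive have numbers as strong as hits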
Mot1-301 SUMO: yeast Mot1-301 growth rescue at high temperature, primary screen, SUMOylation pathway inhibitor project, S. cerevisiae, ATP luminescence, 38.5C | 1% of 320,000 active | S. cerevisiae Mot1-301 growth rescue; percent above DMSO median, 100 means doubled | growth rescue, % at 18.8 µM;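 active = every valid replicate shows activation above 250% relative to neutral control wells; inactive = the rest, any valid replicate at or below 250%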;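 note: OY570 slx delta 5 strain wells were the positive control but not used for scaling; some compounds called inactive have numbers as strong as hits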
PKA-R1A activ: activators of PKA-R1A holoenzyme, primary screen, biochemical, fluorescence polarization, Cy5-IP20, bovine R1A, mouse PKAc; cAMP-dependent protein kinase type I-alpha regulatory subunit (Bos taurus) + …; PKA-R1A dissociation; scaled: DMSO 0%, 113 µM cGMP 100%; activation, % at 11.4 µM; 0.083% of 340,000 active;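 active = percent activation above the mean of all tested compounds plus 3 SD, cut at about 19% in these data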;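 note: higher means more PKAc released from R1A so a rise in polarization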
Active calls of the source: *; ? = inconclusive; nt = no result given.

SMILES | MOR-DOR inv ag | Tat transport | Arr AP2 block | AddAB inh | phage Ecoli inh | PfHsp90 yeast 2 | OPRM1-OPRD1 ag | Ecoli viability | Pemphigus Ab inh | Mot1-301 SUMO | PKA-R1A activ
Cc1nn(CC(=O)N(C)Cc2ccc(F)cc2)c(C)c1[N+](=O)[O-] | 3.1 | 21.2 | 13.5 | 5.3 | 1.2 | 18.4 | -0.6 | 2.6 | 99.2 | -19.5 | -3.3
COC(=O)C1=CN(CC2CCCO2)C=C(C(=O)OC)C1c1ccccc1C(F)(F)F (stereo unspecified) | 7.7 | 15.1 | -2.2 | 1.1 | -1.8 | -38.9 | -1.4 | 0.2 | 99.6 | -3.3 | 11.6
CCOC(=O)N1CCN(C(=O)C2CCC(CNS(=O)(=O)c3ccc(Cl)cc3)CC2)CC1 (stereo unspecified) | 1.7 | -4.2 | 0.8 | 0.6 | 0.6 | 12.1 | -0.3 | 2.6 | 107.5 | 10.5 | -11.1
CCOc1ccc(N(C(=O)/C=C/C(=O)Nc2cc(C)on2)C(C(=O)NC2CCCC2)c2ccccc2C)cc1 (stereo unspecified) | 12.9 | 7.8 | -11.5 | -1.8 | 0.8 | -1.0 | -2.2 | -1.4 | 117.2 | -13.6 | -2.1
C/C(=N/NC(=O)c1ccccc1O)c1ccc(N2C(=O)C3CCCCC3C2=O)cc1 (stereo unspecified) | 2.0 | -2.5 | 2.8 | 3.0 | 1.4 | -13.2 | -0.3 | 1.5 | 101.4 | -18.8 | 6.9
Cc1nn(CC(=O)N2CCN(c3ccccc3)CC2)c(=O)c2cccn12 | 9.9 | -3.4 | 19.3 | -1.9 | 0.6 | 1.4 | -1.7 | -0.4 | 91.2 | 1.9 | -2.5
COc1ccc(C(=O)N2CCCC(CCC(=O)NCc3ccc(F)c(F)c3)C2)o1 (stereo unspecified) | 5.7 | -8.0 | -10.4 | -0.5 | 2.1 | 19.0 | -1.2 | -1.1 | 104.0 | -14.1 | -0.9
O=C1CCN(Cc2ccccc2)CCN1[C@H](CO)Cc1ccccc1 | 1.5 | 11.1 | -3.7 | -0.5 | 4.7 | -12.5 | -0.3 | 1.3 | 104.8 | -5.6 | 1.2
O=C(O)/C=C/C(=O)NCCNc1ncc(C(F)(F)F)cc1Cl | -7.1 | 1.7 | 23.5 | 2.0 | 3.3 | -10.4 | 1.0 | 2.5 | 87.1 | 10.2 | -1.9
COc1cccc(C(=O)NCCS(=O)(=O)NCc2ccccn2)c1 | 4.0 | ? | 13.9 | 1.8 | -5.9 | 7.8 | -0.6 | -1.3 | 100.4 | -2.4 | -12.8
CC(C)n1c(CSCc2ccc(Cl)cc2Cl)n[nH]c1=S | -30.7 | 17.2 | 12.0 | 2.8 | 0.3 | -1.9 | 5.8 | 2.4 | 98.0 | -5.9 | -9.6
CC1=C(c2ccc(F)cc2)[N+](=O)C(C)(C)N1[O-] | -2.2 | 4.6 | -6.8 | 0.8 | 3.8 | 15.2 | 0.4 | -0.1 | 111.0 | -7.2 | -5.2
Cc1nc2sc(C(c3ccco3)N3CCN(c4ccc(F)cc4)CC3)c(O)n2n1 (stereo unspecified) | 11.9 | -0.8 | -0.1 | -1.7 | 3.4 | 34.3 | -2.2 | -0.8 | 110.1 | 2.9 | -18.9
O=Cc1cccn1-c1ccc2ccccc2c1 | 9.4 | 0.4 | -7.3 | 2.7 | 3.3 | -9.9 | -1.8 | 0.8 | 100.9 | -14.0 | -9.4
O=C(OCC(=O)N1CCc2ccccc21)C1CCCN1S(=O)(=O)c1ccc(Cl)cc1 (stereo unspecified) | -0.2 | 6.0 | -19.3 | 2.5 | 0.3 | 3.1 | 0.0 | 2.5 | 104.7 | 4.9 | -1.5
COc1ccc(C(=S)N2CCN(c3ccccc3Cl)CC2)cc1OC | 12.7 | 7.3 | 2.5 | -2.4 | 1.0 | 0.6 | -2.5 | -3.0 | 95.0 | -6.2 | -9.6
O=C(CC12CC3CC(CC(C3)C1)C2)NCC(=O)OCc1cc(=O)oc2ccc3ccccc3c12 | 6.8 | -3.9 | -12.9 | 4.9 | 4.3 | -39.2 | -0.9 | 0.3 | 95.4 | 11.2 | 4.0
COc1ccccc1C(C#N)c1cccc(Cl)n1 (stereo unspecified) | 14.4 | 0.2 | 33.5 | -1.5 | 2.9 | 28.0 | -2.9 | -1.0 | 92.5 | -2.1 | -3.4
Cc1ccccc1-n1c(C)nnc1SCc1nc2ccccc2s1 | 8.8 | -1.2 | 4.7 | 1.3 | 1.7 | 0.8 | -1.5 | -1.6 | 97.0 | 4.8 | -2.0
CC(=O)n1cc(CO)c2ccccc21 | 5.9 | 2.0 | -7.4 | 3.7 | 3.1 | -25.2 | -1.2 | 0.0 | 102.0 | 5.1 | -10.6
CC(C)c1ccccc1OCCCN1CCCC1 | 10.8 | -1.6 | -1.0 | 2.1 | 2.5 | 2.6 | -2.3 | -2.2 | 101.0 | 9.8 | -5.7
Cn1c(CCNC(=O)c2ccccc2)nc2ccccc21 | 18.9 | 0.7 | 7.2 | -1.7 | 1.1 | 14.2 | -3.3 | -2.0 | 104.2 | 18.1 | 1.1
COCCCN(C(=S)NC(=O)c1ccc(Br)cc1)c1c(N)n(Cc2ccccc2)c(=O)[nH]c1=O | 13.1 | 2.2 | 8.3 | 1.5 | 3.7 | -0.5 | -2.7 | 0.5 | 107.7 | -3.8 | -0.3
O=C(NC1CCCC1)c1ccccc1-c1nc2ccccc2[nH]1 | 7.0 | 2.8 | -2.1 | 1.0 | 2.7 | 7.7 | -1.2 | 2.4 | 95.9 | 8.5 | -10.9

Two compounds picked at random from those above, as already listed:
SMILES | MOR-DOR inv ag | Tat transport | Arr AP2 block | AddAB inh | phage Ecoli inh | PfHsp90 yeast 2 | OPRM1-OPRD1 ag | Ecoli viability | Pemphigus Ab inh | Mot1-301 SUMO | PKA-R1A activ
COc1ccccc1C(C#N)c1cccc(Cl)n1 (stereo unspecified) | 14.4 | 0.2 | 33.5 | -1.5 | 2.9 | 28.0 | -2.9 | -1.0 | 92.5 | -2.1 | -3.4
CC(C)c1ccccc1OCCCN1CCCC1 | 10.8 | -1.6 | -1.0 | 2.1 | 2.5 | 2.6 | -2.3 | -2.2 | 101.0 | 9.8 | -5.7

(continued)
SMILES | MOR-DOR inv ag | Tat transport | Arr AP2 block | AddAB inh | phage Ecoli inh | PfHsp90 yeast 2 | OPRM1-OPRD1 ag | Ecoli viability | Pemphigus Ab inh | Mot1-301 SUMO | PKA-R1A activ
CSCCCN1CCCC(CO)(Cc2ccccc2F)C1 (stereo unspecified) | -6.8 | -0.7 | 16.3 | 4.6 | -0.1 | -9.5 | 1.4 | 0.1 | 112.8 | 0.7 | -4.7
O=C(c1cccc(-n2cccc2)c1)N1CCN(S(=O)(=O)c2ccc(F)cc2)CC1 | 3.3 | 27.3 | 5.3 | 0.9 | 1.2 | -25.4 | -0.6 | -0.9 | 107.6 | 13.8 | -11.2
COc1cccc(-c2ccc3nnc(SCC(=O)N4CCCC4)n3n2)c1 | 23.9 | -1.1 | -9.7 | 2.7 | 3.2 | -50.7 | -4.9 | 0.7 | 95.6 | 27.0 | -4.1
COc1cc(OC)cc(-c2cn[nH]c2N)c1 | 10.8 | 0.4 | 10.4 | 0.2 | 2.2 | 7.9 | -2.2 | -1.5 | 106.4 | 14.4 | -9.8
CCCN1C(=O)c2cc(C(=O)O)ccc2C1O (stereo unspecified) | 8.1 | -6.7 | 1.9 | -1.2 | 1.5 | -17.8 | -1.4 | -2.5 | 99.4 | -17.4 | 4.1
O=C(NCc1ccccn1)c1cccc(S(=O)(=O)N2CCCCC2)c1 | 3.4 | 6.1 | 43.0 | 1.6 | 1.1 | -1.5 | -0.9 | 0.5 | nt | -4.1 | -0.5
O=C(/C=C\Nc1ccc2c(c1)OCO2)c1ccc(Cl)s1 | -9.3 | -2.1 | 20.4 | 0.6 | 1.5 | -10.5 | 1.9 | 0.1 | nt | -18.6 | 4.0
CN(Cc1ccccc1)c1ccc(S(=O)(=O)N2CCOCC2)cn1 | 13.8 | -9.2 | -2.4 | 1.9 | 0.7 | 12.2 | -2.5 | 1.1 | 79.8 | -24.8 | -4.5
CCS(=O)(=O)Nc1cccc(C2=NN(S(=O)(=O)c3ccc(F)cc3)C(c3cccs3)C2)c1 (stereo unspecified) | -0.5 | 2.1 | -14.7 | 2.9 | 1.6 | 10.8 | 0.1 | -0.3 | 129.9 | -3.3 | -15.9
CC(CN1CCCCC1)OC(=O)C1c2ccccc2Oc2ccccc21 (stereo unspecified) | 4.9 | -7.9 | 8.2 | 3.3 | 2.7 | ? | -0.9 | 1.4 | 106.4 | -1.1 | 4.8
O=S(=O)(c1ccccc1)c1nc(-c2ccco2)oc1NCc1ccco1 | 7.0 | -4.6 | -2.2 | -1.0 | 0.6 | -42.7 | -1.6 | -0.3 | 104.7 | -13.3 | 11.8
O=C(NCCCN1CCCC1)c1ccc2c(c1)N(Cc1cccc(Cl)c1)C(=O)c1ccccc1S2=O (stereo unspecified) | 1.2 | 0.3 | 33.7 | 2.7 | 0.5 | -15.3 | -0.2 | -1.2 | nt | 4.1 | 1.0
C[n+]1cc[nH]c1SCC(=O)c1ccc(Cl)cc1 | 16.6 | 1.9 | 3.0 | 2.6 | 5.7 | 6.4 | -3.4 | 2.2 | 114.9 | -10.3 | 6.8
Cc1nn(C)c(Oc2cccc(Cl)c2)c1C#N | 11.1 | -1.6 | -0.7 | 1.6 | 4.1 | -12.5 | -1.7 | -2.5 | 82.2 | 11.6 | 1.8
CC(NS(=O)(=O)c1c(N)n(C)c(=O)n(C)c1=O)c1ccccc1 (stereo unspecified) | 29.5 | -1.7 | -19.5 | 1.3 | 0.6 | -0.2 | -5.8 | 0.5 | 105.2 | -11.5 | -10.9
COCCN(CCOC)C(=O)COC(=O)c1ccc(Cl)c(S(=O)(=O)N(C)c2ccccc2)c1 | 13.2 | -2.0 | 7.8 | 2.1 | 1.8 | -26.5 | -2.6 | -0.7 | 100.5 | 2.1 | 8.1
C=CCn1c(Oc2ccccc2)nc2c1c(=O)n(C)c(=O)n2C | 2.4 | -0.4 | -5.6 | 3.9 | 2.8 | -13.6 | -0.4 | -1.3 | 102.0 | -18.4 | -3.0

Screening results deposited in PubChem by several laboratories.
